Source: PubChem
IL1B secr inh: inflammasome signaling inhibition, IL-1 beta readout; THP-1 LPS/ATP IL-1B secretion, AlphaLISA, 16 h; stronger effect = lower value; activity change, % at 57.5 µM; 360,000 tested, 4.7% active; in the data active = activity change below about -50%; inconclusive = mostly about -30% to -49%; note: % is set by controls: 0 for no effect and ±100 for the full control effect
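Secreted IL-1B measured by AlphaLISA bead assay after 16 h compound exposure of THP-1 cells; compounds (final up to 57.5 uM) added 1 h before LPS (250 ng/mL) and ATP (1.25 mM) stimulation; lower signal means less secretion.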
KB-V1 MDR tox: kills drug-selected multidrug resistant KB-V1 cells. 400,000 tested, 3.4% active. AID 1347076. KB-V1 MDR cells viability, CellTiter-Glo, 72 h. Potency, µM (titrated, usually from 46.1 µM), without a hit: at the highest dose activity change, negative = cytotoxicity, hits mostly cytotoxic; note: potency is the fitted concentration of half-maximal effect; % is set by controls: 0 for no effect and ±100 for the full control effect; nearly all actives have a fitted effect of over 60% in size
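Cytotoxicity via CellTiter-Glo luminescence after 72 h compound exposure at 37 degrees C. Cells: drug-selected KB-V1 line, DMEM phenol-red free plus 10% FBS. Compounds tested at multiple concentrations; normalized data fitted to concentration-effect curves.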
D3 antag: antagonists of human D3 dopamine receptor; max response, negative = inhibition, %; D3R cells, DiscoveRx beta-arrestin luminescence, antagonist mode; stronger effect = lower value; AID 652054; P35462; 360,000 tested, 2.5% active; in the data active = max response below about -50%; inconclusive = no clear call, values can overlap the other calls; note: % is set by controls: 0 for no effect and ±100 for the full control effect; mostly tested at two doses, the higher about 12 µM
Target sequence (P35462 whole entry, looked up): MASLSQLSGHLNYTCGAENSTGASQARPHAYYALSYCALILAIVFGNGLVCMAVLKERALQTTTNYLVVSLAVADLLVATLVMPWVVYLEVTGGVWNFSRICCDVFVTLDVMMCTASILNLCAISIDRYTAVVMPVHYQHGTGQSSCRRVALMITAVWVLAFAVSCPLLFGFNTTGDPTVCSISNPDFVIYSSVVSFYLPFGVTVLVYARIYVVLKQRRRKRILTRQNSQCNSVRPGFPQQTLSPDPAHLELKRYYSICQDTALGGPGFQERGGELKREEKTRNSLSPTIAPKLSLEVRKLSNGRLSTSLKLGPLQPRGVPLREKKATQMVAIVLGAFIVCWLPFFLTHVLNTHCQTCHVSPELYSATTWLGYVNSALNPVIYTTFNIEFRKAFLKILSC
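Cells plated overnight at 1500 cells/well, then exposed to library compounds with dopamine controls for 90 minutes at 37 degrees C. DiscoveRx reagent added for 30–60 minutes at room temperature; luminescence read, quantitative HTS format.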
GLP-1R agonist: agonists of human GLP-1 receptor; HEK293 GLP-1R CRE-luciferase, luminescence, 4-6 h; cells express a hypersensitive GLP-1R form; Potency, µM (doses to about 45.6 µM), without a hit: top-dose activation, actives largely listed as activators; 380,000 tested, 0.007% active; note: potency is the fitted concentration of half-maximal effect; % of control where 0% means no effect
Target sequence (P43220 whole entry, looked up): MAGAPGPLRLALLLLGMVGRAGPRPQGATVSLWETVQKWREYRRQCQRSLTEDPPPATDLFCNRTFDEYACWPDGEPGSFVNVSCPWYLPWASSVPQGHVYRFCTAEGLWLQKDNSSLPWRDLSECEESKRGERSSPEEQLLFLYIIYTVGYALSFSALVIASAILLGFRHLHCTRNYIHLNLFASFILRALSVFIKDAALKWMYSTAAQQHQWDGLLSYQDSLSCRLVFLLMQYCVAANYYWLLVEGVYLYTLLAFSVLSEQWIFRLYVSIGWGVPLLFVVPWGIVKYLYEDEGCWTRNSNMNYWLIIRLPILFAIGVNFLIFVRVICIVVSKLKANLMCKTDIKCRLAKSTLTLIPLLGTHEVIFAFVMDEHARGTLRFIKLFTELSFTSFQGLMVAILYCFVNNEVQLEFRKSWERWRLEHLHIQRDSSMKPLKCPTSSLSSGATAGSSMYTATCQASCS
D3 ag: activates the human D3 dopamine receptor; P35462; D3R DiscoveRx beta-arrestin cells, luminescence, 90 min; max activation, %; 410,000 tested, 0.58% active; in the data active = max activation above about 30%; note: 0% is about no effect; mostly tested at two doses, the higher about 12 µM
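Agonist-mode cell screen: cells plated at 1500/well and incubated overnight at 37 °C, then exposed to library compounds for 90 min at 37 °C. Detection reagent was added for 30–60 min at room temperature, and luminescence was read.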
SW480 rereplic: induces DNA re-replication in SW480 colon adenocarcinoma cells | SW480 DNA re-replication, Hoechst DNA content imaging, 48 h | Potency, µM (highest dose often 46.1 µM), for the others: at the highest dose re-replication activation, most hits filed as activators | 340,000 tested, 1.8% active | AID 624297; note: potency is the fitted concentration of half-maximal effect; % of control where 0% means no effect; nearly all actives have a fitted effect of over 55% in size
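Per well, 250 cells were exposed to pinned compound for 48 hr. Nuclear DNA was visualised with Hoechst (40 min, 37 C) and total object intensity recorded by fluorescence scanning.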
HT1080-NT tox: kills 2HG-producing HT-1080-NT fibrosarcoma cells | Potency, µM (highest dose often 46.1 µM), without a hit: at the highest dose activity, negative = less viability, usual class: cytotoxic | AID 686970 | 360,000 tested, 1.6% active | HT-1080-NT fibrosarcoma viability, CellTiter-Glo ATP luminescence, 48 h;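 note: NT is the 2HG producing partner of a matched IDH1 knockdown line; potency is the fitted concentration of half-maximal effect; 0% = DMSO-treated cells and -100% = media-only wells without cells; nearly all actives have a fitted effect of over 55% in size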
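A 48-hour cytotoxicity screen used HT-1080-NT cells plated 2 hours before compound delivery. ATP-based CellTiter-Glo luminescence measured viability, normalized to DMSO and no-cell controls.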
KB-3-1 cytotox: KB-3-1 parental cell cytotoxicity | Potency, µM (doses to about 46.1 µM), without a hit: at the highest dose activity change, negative = cytotoxic, actives largely listed as cytotoxic | KB-3-1 viability, CellTiter-Glo ATP luminescence, 72 h | 400,000 tested, 1.4% active; note: potency is the fitted concentration of half-maximal effect; % is set by controls: 0 for no effect and ±100 for the full control effect; nearly all actives have a fitted effect of over 60% in size
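Cytotoxicity in the drug-sensitive parental line KB-3-1 was scored as loss of CellTiter-Glo luminescence following 72 h incubation with compound. Values come from curve fitting of normalized concentration-response data.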
HT1080 IDH1KD tx: HT-1080 IDH1 knockdown cell toxicity (counter line); HT-1080 IDH1 knockdown viability, ATP luminescence, 48 h; AID 686971; 360,000 tested, 2% active; Potency, µM (highest dose often 46.1 µM), for the others: top-dose activity, negative = toxicity, hits mostly cytotoxic;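 note: potency is the fitted concentration of half-maximal effect; 0% = DMSO wells and -100% = cell-free medium wells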
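Knockdown cells (IDH1KD HT-1080) received compounds 2 h after plating at 750 cells/well and were kept 48 h at 37 °C in 5% FBS RPMI. A CellTiter-Glo luminescence read gave % activity for curve fitting.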
* hit, by the source's call; ? = inconclusive; . = no result given; & = joins results of further samples; [ ] = another dose, or the depositor's remark. Unless noted, calls come from the whole dose curve; as a rule, active = well fitted curve in the direction sought with a large enough effect; inconclusive = small, poorly fitted or top-dose-only effect, or another doubt; inactive = no such curve, though single readings can be large; an effect the other way counts as inactive or inconclusive.

SMILES | IL1B secr inh | KB-V1 MDR tox | D3 antag | GLP-1R agonist | D3 ag | SW480 rereplic | HT1080-NT tox | KB-3-1 cytotox | HT1080 IDH1KD tx
Cc1ccc(NC(=O)CSc2nccn2Cc2ccccc2)cc1C | 0 | -8% | 10 | 6% | 0 | . | -4% | 2% | -17%
O=C(NNc1nc2c(F)cccc2s1)c1ccccc1 | 13 | 14% | -18 | -1% | 0 | -20% | 9% | 15% | -4%
COc1ccc2c(-c3ccccc3)cc(SCC(=O)NC3CCS(=O)(=O)C3)nc2c1 (stereo not given) | -82* | 0% | 8 | 15% | 8 | -3% | ? | 0% | ?
O=C(O)C(Cc1ccccc1)Nc1ccc([N+](=O)[O-])cc1[N+](=O)[O-] (stereo not given) | -3 | 0% | -21 | 8% | -4 | 13% | 0% | 12% | 13%
Cc1cc(C)c(S(=O)(=O)N2CCN(C(=O)c3c(C)nn(-c4ccccc4)c3Cl)CC2)c(C)c1 | ? | 5.2µM* | 5 | -19% | 4 | 8% | -5% | ? | -1%
CNC(=O)COC(=O)c1cc(F)c(F)cc1Cl | -26 | 16% | 27 | -7% | 0 | 0%[9.22 µM] | 3% | 0% | 19%
Cc1ccc(-c2cc(C(=O)NC3CCCC3)no2)cc1 | ? | ? | -22 | 10% | -14 | -1% | 4% | -9% | -6%
COc1ccc(S(=O)(=O)NCC2CCCN(CC(C)(C)C)C2)cc1 (stereo not given) | -1 | -19% | -13 | 0% | -5 | 13% | -2% | 9% | -5%
COc1ccc(CNC(=O)c2cccnc2SC)cc1OC | 5 | -9% | -6 | 6% | 3 | -1% | 15% | ? | 23%
Cc1ccc2nc(Cl)c(/C=N/Nc3nc(C)cc(C)n3)c(=O)n2c1 | -97* | ? | 7 | 25% | 3 | ? | 13% | -7% | 5%
O=C1CCN(Cc2ccccc2)S(=O)(=O)c2ccc(F)cc21 | 5 | ? | 4 | 4% | -19 | -13% | 3% | -4%&-15% | 3%
COc1ccc(OC)c(CNc2ncnc3onc(-c4ccc(Cl)cc4)c23)c1 | . | 8.2µM* | . | 0% | -5 | . | . | 5.8µM* | .
CCOC(=O)N1CCN(CC(=O)c2ccc3c(c2)CCN3C(C)=O)CC1 | -3 | 4% | 11 | -5% | 0 | -15% | 2% | 9% | 7%
Cc1ccc(NC(=O)c2ccc3c(c2)C(=O)N(Cc2cccnc2)C3=O)c(C)c1 | 0 | 11% | 10 | 6% | 0 | 0% | 3% | -3% | 16%
OCOCCCn1c(C2CCCN2c2nc(-c3ccc(F)cc3)cs2)nc2cc(Cl)c(N3CCCCC3)cc21 (stereo not given) | -25 | ? | 0 | -4% | -4 | -1% | -11% | ? | ?
Cc1ccc(NC(=O)CNc2cc(S(=O)(=O)N3CCOCC3)ccc2N2CCOCC2)cc1S(=O)(=O)N(C)C | -10 | . | -19 | -2% | 5 | 18% | -1% | . | -6%
C=CCNC(=S)NNC(=O)c1ccc(=O)n(Cc2ccccc2)c1 | 19 | ? | -17 | 9% | 4 | -7% | 12% | 14% | -4%
CCC(Sc1nc2cc(OC)c(OC)cc2c(=O)n1Cc1ccco1)C(=O)NCCOC (stereo not given) | 91 | -17% | -29 | 10% | -1 | -13% | 0% | 6% | -14%
Cc1ccc(NC(=S)c2ccc3ccccc3n2)c(C)c1 | 25 | -1% | 14 | 10% | 2 | 3% | 16% | 6% | 8%
COc1ccccc1N1CCN(S(=O)(=O)c2c(C)[nH]c(C)c2C(=O)N2CCCC2)CC1 | 4 | 30% | -2 | -2% | -11 | -16% | 6% | -1% | 16%
COc1cc(OC)cc(C(=O)NNC(=S)NC(=O)c2cccnc2)c1 | 0 | ? | -20 | 6% | -2 | -6% | 11% | 0% | 0%
O=C(Nc1ccccc1Cl)OC1CCCCC1 | -9 | 18% | 5 | 22% | -5 | -7% | -17% | 15% | -2%
COC(=O)C1CCN(C(=O)COC(=O)C2CCN(S(=O)(=O)c3ccc4c(c3)OCCO4)CC2)CC1 | 2 | 20% | 7 | -1% | 2 | -2% | 18% | 8% | 17%
Nc1nnc(SCc2ccc(F)cc2)n1-c1ccccc1 | -2 | -23% | -3 | 7% | 13 | -12% | 6% | 6% | -5%
COC(=O)/C(C#N)=C/c1c(N2CCN(c3ccccc3)CC2)nc2c(C)cccn2c1=O | 78 | -10% | -11 | 15% | 0 | -3% | 0% | -1% | -1%
COc1ccccc1CN1CCNC(=O)C1CC(=O)NCCCN1CCOCC1 (stereo not given) | 3 | 16% | 1 | 0% | 2 | . | 4% | -8% | 17%
CC(=O)N1c2ccc(S(=O)(=O)NCC3CCC(C(=O)NCc4ccc(C)o4)CC3)cc2CC1C (stereo not given) | 18 | 22% | 0 | 4% | 4 | -4% | 1% | 3% | -14%
COc1ccc(NC(=O)Cn2c(-c3ccc(OC)cc3)cn(-c3ccc(C)cc3)c2=O)cc1 | -2 | ? | 5 | -21% | 3 | 2% | -2% | -9% | 8%
COC(=O)c1ccc(Nc2cc(C)nc3ccc(C)cc23)cc1 | -93* | ? | -21 | 5% | -16 | 18µM* | 21µM* | 6.5µM* | 23µM*
CCN(CC)CCCNC(=O)c1sc2ncn(CC(=O)Nc3ccc(C)c(Cl)c3)c(=O)c2c1C | -15 | 7% | 19 | 0% | 0 | 18µM* | -15% | -13% | -25%
CN1CCN(C(=O)/C(C#N)=C/c2ccc(OC(F)F)cc2)CC1 | -5 | 1% | -12 | -1% | -7 | -15% | 17% | 0% | 23%
O=C(COc1ccccc1)N1CCN(c2ccc([N+](=O)[O-])c(N3CCCCC3)c2)CC1 | -53* | -23% | 19 | 6% | 3 | ? | 9% | 7% | 7%
CC(C)c1nnc(NC(=O)C2CCCO2)s1 (stereo not given) | 10 | 27% | 8 | 4% | 3 | -11% | 13% | 0% | 19%
CC(=O)N1CCN(C(=O)COc2ccc3oc4c(c3c2)CCCC4)CC1 | -1 | -18% | 13 | 1% | 3 | -2% | 8% | -27% | 11%
CCOc1ccc(NS(=O)(=O)c2ccc(C(=O)N3CCCC(C)C3)cc2)cc1 (stereo not given) | 50 | -27% | 2 | 22% | 9 | ? | -21% | ? | -24%
O=C(NCc1ccccc1Cl)C1CCC(=O)N1Cc1ccc(F)cc1 (stereo not given) | -5 | -2% | 1 | -7% | 1 | -15% | -2% | -11% | 15%

Five entries picked at random from those above, as already listed:
SMILES | IL1B secr inh | KB-V1 MDR tox | D3 antag | GLP-1R agonist | D3 ag | SW480 rereplic | HT1080-NT tox | KB-3-1 cytotox | HT1080 IDH1KD tx
CCN(CC)CCCNC(=O)c1sc2ncn(CC(=O)Nc3ccc(C)c(Cl)c3)c(=O)c2c1C | -15 | 7% | 19 | 0% | 0 | 18µM* | -15% | -13% | -25%
CN1CCN(C(=O)/C(C#N)=C/c2ccc(OC(F)F)cc2)CC1 | -5 | 1% | -12 | -1% | -7 | -15% | 17% | 0% | 23%
CC(=O)N1CCN(C(=O)COc2ccc3oc4c(c3c2)CCCC4)CC1 | -1 | -18% | 13 | 1% | 3 | -2% | 8% | -27% | 11%
COc1ccc(NC(=O)Cn2c(-c3ccc(OC)cc3)cn(-c3ccc(C)cc3)c2=O)cc1 | -2 | ? | 5 | -21% | 3 | 2% | -2% | -9% | 8%
CC(C)c1nnc(NC(=O)C2CCCO2)s1 (stereo not given) | 10 | 27% | 8 | 4% | 3 | -11% | 13% | 0% | 19%

More structures.
SMILES | IL1B secr inh | KB-V1 MDR tox | D3 antag | GLP-1R agonist | D3 ag | SW480 rereplic | HT1080-NT tox | KB-3-1 cytotox | HT1080 IDH1KD tx
O=C(NNc1cccc(Cl)n1)Nc1ccccc1F | 5 | 3% | 10 | 2% | 2 | -5% | -1% | 8% | 0%
CCSc1nc2c(c(=O)[nH]1)C(c1cccnc1)C(C(=O)OC)=C(C)N2 (stereo not given) | -7 | 10% | ? | -10% | 1 | -6% | 16% | 8% | 13%
CCC1CCCCN1CCCNC(=O)c1cc2c(=O)[nH]c3ccccc3c2n1C (stereo not given) | -2 | 3% | 12 | 6% | -8 | -6% | 9% | -2% | 2%
Cc1cc(C)n(CCNC(=O)[C@H]2O[C@@H](n3ccc(N)nc3=O)[C@H](O)[C@@H]2O)n1 | -8 | 8% | -17 | -2% | 1 | . | 4% | 0% | 1%
CC(C)CC(=O)Nc1nnc(SCC(=O)NC2CCCC2)s1 | -7 | 9% | 39 | -2% | 3 | . | 7% | 3% | 1%
CCOC(=O)Nc1cc2c(cc1C(C)=O)OCO2 | -13 | 0% | -11 | 3% | 0 | -6% | 2% | 16% | 13%
Cc1ccc(C)c(CN2C(=O)c3ccccc3S(=O)c3ccc(C(=O)NCCc4ccc(Cl)cc4)cc32)c1 (stereo not given) | . | -10% | . | -4% | -6 | . | . | -8% | .
COc1c2c(cc3ccc(=O)oc13)CCO2 | ? | 29% | 16 | 1% | 7 | ? | 5% | 6% | 2%
NC(=O)Cn1c(=O)oc2ccccc21 | 10 | 26% | 13 | 1% | 4 | -4% | -4% | 4% | 1%
CCN(Cc1nc2cc(Cl)ccc2c(=O)[nH]1)C(=O)c1nn(C)c(=O)c2ccccc12 | 16 | 18µM* | 1 | -2% | -6 | -3% | -12% | 16% | -4%
CC(C)(C)NC(=O)CCCCCCCC(=O)NC(C)(C)C | 4 | 0% | -10 | -8% | 2 | -2% | 0% | -2% | -1%
CCOC(=O)Cn1nc(C)n(-c2ccc(F)cc2)c1=O | 5 | 7% | -1 | 1% | 3 | -6% | -1% | -2% | 5%
COc1cnc(-c2ccccn2)nc1Oc1cccc(Cl)c1 | 5 | 6.5µM* | -22 | 4% | -9 | 3% | -2% | 17% | 2%
COC(=O)NNC(=S)Nc1ccc(Br)cc1 | 15 | 27% | -29 | -2% | -11 | -20% | -17% | 0% | -2%
COCCCNc1nc2ccccc2nc1NS(=O)(=O)c1ccc(Cl)cc1 | 14 | -36% | -15 | 6% | -3 | -9% | 1% | 0% | 0%
Cc1ccc(S(=O)(=O)n2nc(C)c(S(=O)(=O)N3CCCCCC3)c2C)cc1 | . | 0% | . | 0% | 5 | . | . | 1% | .
